Rab9 promoter act: qHTS Assay for Rab9 Promoter Activators | Huh7 Rab9 promoter-luciferase reporter, luminescence, 24 h | Potency, µM (highest dose often 9.22 µM), for inactives: top-dose activation, negative = inhibition, hits mostly activators | 320,000 tested, 2.8% active; note: potency is the fitted concentration of half-maximal effect; % of control where 0% means no effect; nearly all actives have a fitted effect of over 60% in size
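Cells were plated at 1500 per well in reduced-serum medium with 10% FBS and left 2 h. Compound in DMSO was then added for 24 h at 37 °C. Reporter signal was read by luminescence after 10 min with luciferase detection reagent.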
PKM2 activator: qHTS Assay for Activators of Human Muscle isoform 2 Pyruvate Kinase. Pyruvate kinase PKM (Homo sapiens), P14618. purified PKM2, Kinase-Glo ATP luminescence, activation; response scale: 0% is enzyme alone, no compound. Potency, µM (top dose mostly 57.5 µM), inactives show at the top dose activation, hits mostly activators. 260,000 tested, 0.34% active. AID 1631, 2009; note: potency is the fitted concentration of half-maximal effect; % is set by controls: 0 for no effect and ±100 for the full control effect; nearly all actives have a fitted effect of over 55% in size
Target sequence (P14618 whole entry, looked up, canonical isoform): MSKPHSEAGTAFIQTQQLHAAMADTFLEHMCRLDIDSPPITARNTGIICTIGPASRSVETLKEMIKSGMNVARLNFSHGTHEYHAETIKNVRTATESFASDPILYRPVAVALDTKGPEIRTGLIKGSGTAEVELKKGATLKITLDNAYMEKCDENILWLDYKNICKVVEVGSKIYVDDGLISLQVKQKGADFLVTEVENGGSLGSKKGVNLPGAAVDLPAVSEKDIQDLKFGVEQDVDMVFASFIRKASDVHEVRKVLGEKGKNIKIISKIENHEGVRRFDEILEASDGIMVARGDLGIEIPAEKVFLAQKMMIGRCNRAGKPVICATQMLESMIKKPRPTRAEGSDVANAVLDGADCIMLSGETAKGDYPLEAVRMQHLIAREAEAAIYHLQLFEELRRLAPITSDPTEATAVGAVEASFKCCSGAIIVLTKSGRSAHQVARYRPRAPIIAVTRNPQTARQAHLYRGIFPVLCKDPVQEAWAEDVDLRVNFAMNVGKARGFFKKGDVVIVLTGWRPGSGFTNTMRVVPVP
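Kinase-Glo luminescence reports ATP generated from ADP (0.1 mM) and PEP (0.5 mM) by purified hPK-M2 after 1 h at room temperature, pH 7.2 imidazole buffer; intermediate enzyme activity allows detecting inhibitors and activators.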
Menin-MLL TR inh: qHTS Assay for Inhibitors Targeting the Menin-MLL Interaction in MLL Related Leukemias: Competition With Texas Red Labeled MLL-derived Mutant Peptide. Menin + Texas Red MLL mutant peptide, fluorescence polarization. O00255. 270,000 tested, 0.23% active. Potency, µM (series often up to 61.6 µM), for inactives: at the highest dose FP activity change, negative = inhibition, actives largely listed as inhibitors; active = well fitted inhibition curve with a large enough effect in the polarisation, with a control signal flat, not every such curve was filed as active; inconclusive = small, poorly fitted or top-dose-only effect, or effect the other way, or a change in a side signal; inactive = no such curve, though single readings can be large or run the other way; the % refers to the polarisation; note: potency is the fitted concentration of half-maximal effect; % of control where 0% means no effect; many of its hits are not listed in these tables
NPC1 prom act: qHTS Assay for NPC1 Promoter Activators; Huh7 NPC1 promoter luciferase reporter, 24 h; Potency, µM (series often up to 9.22 µM), for inactives: at the highest dose activation, most hits filed as activators; 320,000 tested, 2.4% active;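 note: potency is the fitted concentration of half-maximal effect; % of control where 0% means no effect; nearly all actives have a fitted effect of over 60% in size; reporter is driven by a mutant NPC1 promoter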
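Luminescence from an NPC1 promoter-driven luciferase reporter in stably transfected Huh7 cells was measured after 24 h compound treatment at 37 °C, followed by 10 min ambient incubation with luciferase detection reagent.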
RORgamma inh: qHTS for inhibitors of ROR gamma transcriptional activity | Drosophila S2 Gal4-RORgamma UAS-luciferase reporter, 20 h | Potency, µM (top dose mostly 53.6 µM), without a hit: at the top dose activity change, negative = inhibition, usual class: inhibitors | 310,000 tested, 5.4% active; note: potency is the fitted concentration of half-maximal effect; % is set by controls: 0 for no effect and ±100 for the full control effect; nearly all actives have a fitted effect of over 60% in size
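Stable Schneider cell line, Gal4 DNA-binding domain fused to ROR gamma, UAS-luciferase. Cmpd 1 hr RT → CuSO4 700 uM final → 20 hr RT → luciferase reagent 10 min → luminescence.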
MBNL1-CUG inh: qHTS Assay for Inhibitors of MBNL1-poly(CUG) RNA binding; TR-FRET MBNL1-His/biotin-(CUG)12 binding, 665/545 ratio; Potency, µM (top dose mostly 57.5 µM), for the others: at the highest dose activity change, negative = inhibition, actives largely listed as inhibitors; 280,000 tested, 0.036% active; active = well fitted inhibition curve with a large enough effect in the signal ratio, with a control signal flat, not every such curve was filed as active; inconclusive = small, poorly fitted or top-dose-only effect, or effect the other way, or a change in a side signal; inactive = no such curve, though single readings can be large or run the other way; the % refers to the signal ratio; note: potency is the fitted concentration of half-maximal effect; % is set by controls: 0 for no effect and ±100 for the full control effect
Target sequence (Q9NR56 whole entry, looked up): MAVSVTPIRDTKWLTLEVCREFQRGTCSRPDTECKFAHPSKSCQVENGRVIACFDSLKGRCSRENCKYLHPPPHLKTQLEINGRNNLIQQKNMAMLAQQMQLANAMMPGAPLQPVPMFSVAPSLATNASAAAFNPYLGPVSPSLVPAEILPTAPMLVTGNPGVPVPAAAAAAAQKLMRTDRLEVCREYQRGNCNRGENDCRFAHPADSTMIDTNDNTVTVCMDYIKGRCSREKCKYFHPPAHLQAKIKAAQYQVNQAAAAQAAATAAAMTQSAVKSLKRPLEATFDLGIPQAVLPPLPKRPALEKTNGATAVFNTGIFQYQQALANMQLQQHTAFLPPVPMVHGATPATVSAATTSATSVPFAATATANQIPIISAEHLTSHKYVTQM
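TR-FRET readout: Ex 340 nm, 665/545 nm emission ratio, normalized to buffer-only (basal) and MBNL1-(CUG)12 controls. Complex of MBNL1-His with Biotin-(CUG)12, compounds 92 nM–58 uM, incubated 60 min at room temperature.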
FLuc counter: qHTS profiling assay for firefly luciferase inhibitor/activator using purifed enzyme and Km concentrations of substrates (counterscreen for miR-21 project) | Luciferin 4-monooxygenase (Photinus pyralis), P08659 | 360,000 tested, 6.9% active | Potency, µM (doses to about 57.5 µM), for the others: at the top dose activity change, negative = inhibition, hits mostly inhibitors | purified FLuc, Km substrates, luminescence inhibition;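 note: potency is the fitted concentration of half-maximal effect; plate controls were vehicle for no effect and reference inhibitor for full effect; nearly all actives have a fitted effect of over 55% in size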
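Purified P. pyralis luciferase (10nM final) with 10uM D-luciferin and 10uM ATP (Km levels) in 50mM Tris acetate pH 7.5, 10mM Mg acetate, 0.01% Tween-20, 0.05% BSA; qHTS 6-point titration, ~60 µM downward; luminescence read.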
Gal4-VP16 FLuc: VP16 counterscreen qHTS for inhibitors of ROR gamma transcriptional activity | 310,000 tested, 3.5% active | AID 2546, 2010 | Potency, µM (highest dose often 53.6 µM), without a hit: at the top dose activity, negative = inhibition, hits mostly inhibitors | Drosophila S2 Gal4-VP16 UAS-luciferase, luminescence, 20 h;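 note: Gal4-VP16 expression switched on by copper sulfate through the metallothionein promoter; potency is the fitted concentration of half-maximal effect; % is set by controls: 0 for no effect and ±100 for the full control effect; nearly all actives have a fitted effect of over 50% in size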
ELG1 repair inh: qHTS screen for small molecules that inhibit ELG1-dependent DNA repair in human embryonic kidney (HEK293T) cells expressing luciferase-tagged ELG1; HEK293T ELG1-luciferase reporter, luminescence, 16 h; DNA damage induced by 5-fluorouridine; Potency, µM (highest dose often 46.1 µM), for inactives: top-dose activity change, negative = inhibition, usual class: inhibitors; 330,000 tested, 2.3% active; AID 504467, 2011; note: potency is the fitted concentration of half-maximal effect; % is set by controls: 0 for no effect and ±100 for the full control effect; nearly all actives have a fitted effect of over 55% in size
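Luminescence from the luciferase reporter, measured 30 min after ONE-Glo reagent at room temperature, was the read-out. Beforehand, 2,000 cells per well were exposed for 16 hr at 37 °C to 5-fluorouridine together with compound or vehicle.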
Mito fusion yeast: qHTS Assay for Small Molecule Inhibitors of Mitochondrial Division or Activators of Mitochondrial Fusion; S. cerevisiae fusion-defective mutant growth rescue, CellTiterGlo 48 h; Potency, µM (titrated, usually from 46.1 µM), without a hit: at the top dose growth rescue (activation), most hits filed as activators; 320,000 tested, 0.23% active; AID 485298, 2010;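 note: potency is the fitted concentration of half-maximal effect; % of control where 0% means no effect; nearly all actives have a fitted effect of over 45% in size; temperature-sensitive fusion mutants such as fzo1-1 at 37 °C on non-fermentable ethanol glycerol medium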
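Luminescent cell viability in 1536-well qHTS format served as the measure of rescued growth in ts fusion-mutant S. cerevisiae cultured on non-fermentable YPEG for 48 hours at 37C.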
KCNH2 3.1 inh: qHTS for Inhibitors of KCHN2 3.1: Mutant qHTS | U2OS KCNH2 3.1, thallium flux FluxOr; hits give low values | activity change, % (tested at about 1.8 µM) | 340,000 tested, 0.95% active | Potassium voltage-gated channel subfamily H member 2, brain isoform KCNH2 3.1 (human);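 active = maximum activity change below -70%; inconclusive = maximum activity change from -70% to -50%; inactive = maximum activity change above -50%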;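 note: thallium influx rate constant from kinetic fluorescence after stimulation buffer; % is set by controls: 0 for no effect and ±100 for the full control effect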
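U2OS cells transduced with KCNH2 3.1 mutant virus (1.77 x 10^8 /mL, 4 h), plated overnight at 37 C, loaded 45 min with FluxOr dye plus Red40 quencher. Thallium flux rate constant from kinetic reads after stimulation buffer, normalised to controls.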
The depositor's hits bear a star; ? = inconclusive; / = no result given; & = joins results of further samples; [ ] = remark or other dose. Unless noted, calls come from the whole dose curve; as a rule, active = well fitted curve in the direction sought with a large enough effect; inconclusive = small, poorly fitted or top-dose-only effect, or another doubt; inactive = no such curve, though single readings can be large; an effect the other way counts as inactive or inconclusive.

SMILES	Rab9 promoter act	PKM2 activator	Menin-MLL TR inh	NPC1 prom act	RORgamma inh	MBNL1-CUG inh	FLuc counter	Gal4-VP16 FLuc	ELG1 repair inh	Mito fusion yeast	KCNH2 3.1 inh
CN(C1CC(C)(C)NC(C)(C)C1)S(=O)(=O)CC12CCC(CC1=O)C2(C)C (stereo unspecified)	-1%	1%	/	-1%	20%	2%	-1%	-7%	-16%	1%	-13
O=C(N/N=C/c1ccco1)Nc1ccccc1	4µM*	-18%	-2%	3.2µM*	26%	26%	19µM*	16%	?	-3%	7
CCn1c2ccc(F)cc2c2nc3ccccc3nc21	11%	3%	-3%	8%	-27%	33%[activator]	?	-5%	-12%	0%	23
Cc1cccc(NC(=O)C2CCN(C(=O)[C@@H]3Cc4ccccc4CN3)CC2)c1	11%	/	7%	12%	-10%	6%	-12%	-11%	0%	-8%	-33
CN(C)/C=C(\C#N)C(=O)Nc1ccccc1	?	0%	-9%	14%	-6%	4%	-16%	2%	?	0%	-9
O=C(O)C=C(Br)Br	7%	0%	0%	3%	0%	2%	0%	-5%	-6%	-2%	-2
COc1cc(C(=O)NCC(c2cccs2)N2CCOCC2)cc(OC)c1OC (stereo unspecified)	0%	/	/	-3%	/	/	2%	/	?	5%	3
CCOC(=O)N1CCN(C(=O)Cc2ccc(-n3c(=S)[nH]c4ccccc4c3=O)cc2)CC1	-5%	4%	-22%	1%	-31%	-11%	1%	1%	-16%	3%	3
COc1ccc(OC)c(/C=N/N(C)c2ccccc2)c1	3.5µM*	7%	?	?	14%	17%	11µM*	10%	?	-3%	-2
CCCCc1nnc(NC(=O)CN2C(=O)c3ccccc3C2=O)s1	-2%	4%	2%	-4%	-1%	-5%	3%	5%	-17%	0%	-1
CC1CCCN(Cc2c(C(=O)N3CCc4ccccc4C3)nc3ccc(Cl)cn23)C1 (stereo unspecified)	-3%	/	/	3%	-5%	2%	-2%	3%	-2%	2%	1
Cc1cc(=O)[nH]c(Cc2ccc(OC(C)C)cc2)n1	-1%	-5%	16%[11.7 µM]	-2%	-17%	3%	0%	-2%	1%	1%	-17
CSc1ccc(S(=O)(=O)Nc2c(C)cccc2C)cc1	-2%	6%	29%	-2%	8%	-2%	9%	1%	-9%	-8%	2
Cc1cccc(NC(=S)Nc2ccc(Cl)c(Cl)c2)c1	2%	-1%	?	-3%	16µM*	-6%	-9%	?	-9%	-3%	-26
Cc1onc(-c2c(Cl)cccc2Cl)c1C(=O)N1CCN(c2ccccc2F)CC1	5%	-9%	-16%	-5%	4%	-8%	0%	11%	5%	-1%	3
Cc1cc(C)c(S(=O)(=O)c2ccccc2C)c(OCCO)n1	-8%	-4%	8%	1%	-17%	-5%	2%	-1%	-16%	26%	-3
O=C(Cn1ccn(-c2ccc(F)c(F)c2)c(=O)c1=O)NCCc1ccccc1	7%	/	0%	-1%	4%	-11%	3%&-6%	-7%	24%	7%	1
O=C(CNC(=O)c1ccccc1F)NC1=NCCS1	-3%	-15%	/	-5%	-4%	0%	?	-3%	26%	0%	-1
CC(=O)Nc1ccc(S(=O)(=O)Nc2ccc3c(c2)C(=O)OC3)cc1	0%	18%	-6%	-1%	?	-1%	-1%	11µM*	-9%	26%	/
Cc1c(C(=O)NCCCN2CCOCC2)oc2c1C1(CCC2)SCCS1	2%	1%	3%	-2%	31%	-10%	-17%	2%	?	1%	1
O=C(CSc1nc2[nH]ncc2c(=O)[nH]1)Nc1ccccc1C(F)(F)F	2%	/	/	-3%	/	/	-2%	/	5%	-14%	8
CC(C)[C@H](NC(=O)[C@H](Cc1ccccc1)n1c(=O)[nH]c2ccccc2c1=O)C(=O)N1CCC[C@@H]1C(=O)O	2%	-5%	25%	-4%	-23%	9%	1%	2%	-13%	2%	3
Cc1cc(C)nc(N(C#N)CCOc2ccc(Cl)cc2)n1	3%	-15%	-16%	3%	?	-19%	-20%	0%	12%	7%	8
Cc1ccccc1NS(=O)(=O)c1ccc(C(=O)N2CCN(S(=O)(=O)c3ccccc3)CC2)cc1	-2%	/	/	-10%	/	/	2%	/	?	-1%	6
CN1C(=O)c2ccc(C(=O)NCc3ccc4c(c3)OCO4)cc2C1=O	6%	2%	5%	-1%	15%	47%[activator]	2%	-11%	-17%	-7%	0
(cont.)
SMILES	Rab9 promoter act	PKM2 activator	Menin-MLL TR inh	NPC1 prom act	RORgamma inh	MBNL1-CUG inh	FLuc counter	Gal4-VP16 FLuc	ELG1 repair inh	Mito fusion yeast	KCNH2 3.1 inh
CN(c1ccc(C(=O)N2CCN(c3ccccc3F)CC2)cc1)S(=O)(=O)c1ccccc1	-2%	/	-18%	0%	2%	4%	-1%	4%	?	15%	-16
N/C(=N\c1nc(C(F)(F)F)cc(=O)[nH]1)Nc1ccc(Cl)cc1	-3%	-16%	?	-1%	?	?	0%	-26%	-1%	-5%	/
COc1ccc(-c2nc(CS(=O)CC(=O)NCCCN3CCCC(C)C3)c(C)o2)cc1OC (stereo unspecified)	-4%	/	/	-2%	-12%	0%	1%	2%	25%	0%	-3
COc1cc2nc(SCC(=O)NCCc3ccccc3)n(Cc3ccco3)c(=O)c2cc1OC	-4%	21%	19%	-4%	1%	-3%	8%	21%	?	-4%	-8
O=C(Cc1ccccc1F)NC1CCCN(Cc2ccc(Cl)cc2)C1 (stereo unspecified)	1%	1%	-7%	-38%[inhibitor]	27%	6%	1%	-6%	4%	0%	15
CCN1CCN(c2ccc(S(=O)(=O)N3CCCCC3)cc2NC(=O)c2cccc(C)c2)CC1	1%	/	/	-2%	/	/	0%	/	13%	0%	-20
CCOC(=O)N1CCN(C(=O)C(=O)NN)CC1	2%	-4%	0%	-2%	-9%	3%	1%	-1%	12%	-2%	3
CC1(C)CC(=O)C2=C(C1)NC1=C(C(=O)c3ccccc31)C2c1ccc(O)cc1 (stereo unspecified)	-2%	17%	-15%	7%	-26%	?	-3%	?	9%	0%	14
COc1ccccc1CCN1C(=S)NC(C)(C)CC1(C)O (stereo unspecified)	-1%	0%	-2%	-2%	2.8µM*	3%	-2%	5.6µM*	?	-9%	3
O=C(Nc1ccc(Cl)cc1)NC1CCCCC1Cc1ccco1 (stereo unspecified)	2%	3%	33%[activator]	-4%	?	-11%	-17%	17%	-16%	-17%	-13
Cc1cc(Cl)ccc1OCC(=O)NNC(=O)c1cccnc1	17%	0%	/	1%	-9%	-1%	19µM*	-7%	0%	-1%	-6
O=C1NC(C(=O)O)=CC(c2ccc([N+](=O)[O-])cc2)N1 (stereo unspecified)	-1%	15%	/	1%	-7%	/	?	-4%	-19%	2%	-17
Cc1ccccc1N(CC(=O)NC1CCCCC1)C(=O)c1csnn1	-2%	0%	-21%	-1%	5%	0%	4%	2%	7%	-15%	-8
CCn1nc(C(=O)N2CCc3ccccc3C2)c2ccccc2c1=O	1%	-2%	6%	-6%	9%	6%	2%	2%	-1%	7%	-4
COc1cc(OC)c(C2Oc3nc(SC)nnc3-c3ccccc3N2C(C)=O)cc1OC (stereo unspecified)	2%	6%	3%	-2%	-17%	?	10%	4%	-1%	0%	8
CCC(C)(C)n1nnnc1CN1CCC(c2nc3ccc(C)cc3[nH]2)CC1	0%	0%	2%[11.7 µM]	-2%	3%	-2%	4%	0%	-20%	0%	4
CCn1ncc(C2=NOC(C(=O)N3CCC(C(N)=O)CC3)C2)c1C (stereo unspecified)	1%	-4%	-5%	2%	7%	-2%	0%	4%	11%	1%	12
CCOC(=O)c1c(C)n(CC(O)c2ccccc2)c2ccc(O)cc12 (stereo unspecified)	2%	17%	40%[activator]	-13%	?	-4%	2%	?	?	-6%	0

An excerpt; the hit share may differ from the screen's.
